Screens (PubChem BioAssay)
14-3-3 PPI = 14-3-3 gamma protein interaction modulation; P61981; FP, 14-3-3gamma / TMR-pS259-Raf peptide binding; inhibition, % at 40 µM; hit rate 0.19% among 160,000; AID 422; in the data active = inhibition above about 30%;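 note: 0% = protein plus tracer without compound and 100% = blank with tracer alone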
Target sequence (P61981 whole entry, looked up): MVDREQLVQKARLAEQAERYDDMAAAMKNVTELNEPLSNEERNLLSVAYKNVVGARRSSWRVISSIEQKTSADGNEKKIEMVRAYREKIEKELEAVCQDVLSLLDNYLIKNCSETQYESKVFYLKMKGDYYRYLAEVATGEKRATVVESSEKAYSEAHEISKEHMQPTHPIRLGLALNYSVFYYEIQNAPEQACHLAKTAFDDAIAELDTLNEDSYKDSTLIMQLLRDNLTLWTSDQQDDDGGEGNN
An asterisk follows results filed as active; & = joins results of further samples.

Molecule | 14-3-3 PPI
CCOC(=O)C1=C(CC)NC2=C(C(=O)CCC2)C1c1ccc(OC)cc1OC (stereo unspecified) | -1
Cc1cccc(C)c1NC(=O)N1C2CCCC1CC(NC(=O)C(C)(C)C)C2 (stereo unspecified) | -11
O=C(c1ccc2c(=O)n(Cc3ccco3)c(=S)[nH]c2c1)N1CCN(c2cccc(Cl)c2)CC1 | -35
S=c1nc(-c2ccccc2)n(Cc2ccco2)c2c1CCCC2 | -11&-3
Cc1ccc(NC(=O)CSc2nc3ccsc3c(=O)n2-c2ccc(Cl)cc2)cc1Cl | -3
COc1cc(Cl)ccc1NC(=O)COc1ccccc1C(=O)N1CCN(c2ccc(O)cc2)CC1 | -1
O=S(=O)(Cc1ccccc1)N1CCC(c2nc(-c3cccs3)no2)CC1 | -3
CCc1ccc(CNC(=O)CN2C(=O)C(CC)Sc3ccccc32)cc1 (stereo unspecified) | -5
CN(C)c1nc(-c2ccccc2)c2cnn(Cc3ccccc3)c2n1 | 1
CC(=O)N1c2c(cc(Br)cc2S(=O)(=O)N2CCC(C)CC2)CC1C (stereo unspecified) | -9
CCOc1ccc(NC(=O)c2cc(OC)c(OC)c(OC)c2)cc1 | 1
COc1ccc(C(=O)NCCn2cc(SCc3ccc(Cl)cc3)c3ccccc32)cc1 | -6
COc1cccc(-c2nnc(SCC(=O)N3CC(C)CC(C)C3)o2)c1 (stereo unspecified) | 3
CCCOC(=O)c1c(N)sc2c1CCC2 | -14
COc1ccc(NS(=O)(=O)c2c(C)n[nH]c2C)cc1 | 3
Cc1ccccc1-c1nnc(SCc2ccccc2F)o1 | -5&-8
CN1C(=O)c2ccccc2Sc2ccc(C(=O)NCCCN3CCOCC3)cc21 | -3
O=C1C2CC=CCC2C(=O)N1c1ccc(-c2nc3ccc(N4C(=O)C5CC=CCC5C4=O)cc3[nH]2)cc1 (stereo unspecified) | -13
N=c1c2c(-c3ccccc3)c(-c3ccccc3)oc2ncn1CCCN1CCOCC1 | -10
COCCn1c(=O)[nH]c2cc(C(=O)N3CCN(c4ccccc4)CC3)ccc2c1=O | 3
COCc1nnc(NC(=O)c2c(-c3ccccc3)noc2C)s1 | 7
Cc1nc2sc3c(nnn4c5ccccc5nc34)c2c(C)c1Cl | 0
O=C(COC(=O)c1cccc(NC(=O)c2ccc(Cl)cc2)c1)c1ccccc1 | 7
COC(=O)C(C(=O)NCC1CCCO1)C1CCCCCC1 (stereo unspecified) | 14
O=C(Cc1cn2ccsc2n1)OCc1nc2ccccc2s1 | 5
CCOC(=O)C1(C(=O)O)NC(=O)CC1c1ccccc1 (stereo unspecified) | 3
Cc1ccc2cc(CN(Cc3cccs3)C(=O)c3ccco3)c3nnnn3c2c1C | -3
COc1ccc(S(=O)(=O)Nc2cccc(-c3cn4c(C)cccc4n3)c2)cc1 | -30
CC(Cc1ccccc1)N=C1SCC(=O)N1Cc1ccccc1 (stereo unspecified) | 1
C1CCC(c2nn3c(-c4n[nH]c5c4CCC5)nnc3s2)CC1 | -3

Reprinted at random: 4 entries already listed, in no set order.
Molecule | 14-3-3 PPI
Cc1ccccc1-c1nnc(SCc2ccccc2F)o1 | -5&-8
COc1ccc(NS(=O)(=O)c2c(C)n[nH]c2C)cc1 | 3
Cc1cccc(C)c1NC(=O)N1C2CCCC1CC(NC(=O)C(C)(C)C)C2 (stereo unspecified) | -11
COc1cccc(-c2nnc(SCC(=O)N3CC(C)CC(C)C3)o2)c1 (stereo unspecified) | 3

Next section.
Molecule | 14-3-3 PPI
CCOc1ccc(C(=O)Nc2c3c(nn2-c2cccc(C)c2C)CSC3)cc1OCC | 2
CCOc1ccc2cc(-c3csc(CC#N)n3)c(=O)oc2c1 | -17
CC(C)Oc1ccc(C(=O)N2CCCC2C(=O)O)cc1 (stereo unspecified) | 13
CCOC(=O)CSc1ccc(C(=O)N2CCN(C)CC2)cc1[N+](=O)[O-] | -14
CCOc1ccc(-c2[nH]ncc2-c2ccc(OC)c(OC)c2)c(O)c1 | -10
CCOc1cc(-c2nc3ccccn3c2NCC2CCCO2)ccc1O (stereo unspecified) | 1
COc1ccc(-n2c(SCC(=O)Nc3ccccc3)nc3c(c2=O)SCC3)cc1 | -5
Cc1ccc(S(=O)(=O)Nc2ccc3oc(C)c(C(=O)OC(C)C)c3c2)cc1 | -13
Cc1cc(S(=O)(=O)Nc2cccc(C(=O)O)c2)c(C)c(S(=O)(=O)c2ccccc2)c1 | -10
Cc1ccc(CCN2CC(C(=O)NC3CCCCC3C)CC2=O)cc1 (stereo unspecified) | 3
Cc1cc(C)nc(NS(=O)(=O)c2ccc(NC(=O)C3CC(=O)N(c4ccccc4)C3)cc2)n1 (stereo unspecified) | 1&-18
CC(=O)Oc1ccc(N(C(C)=O)S(=O)(=O)c2cccs2)c2ccccc12 | -20
CCS(=O)(=O)N1CCN(c2ccc([N+](=O)[O-])c(NC3CC3)c2)CC1 | 2
CCC(C)Sc1nc2c([nH]c3ccccc32)c(=O)n1C (stereo unspecified) | -3
O=C(C1CCN(S(=O)(=O)c2ccc(Br)s2)CC1)N1CCN(c2cccc(C(F)(F)F)c2)CC1 | -2
CCn1c(COc2ccccc2C)nnc1SCC(=O)NCc1ccccc1 | -5
Cc1cc(C)n(S(=O)(=O)/C=C/c2ccccc2)n1 | 1
O=C(Nc1ccc(F)cc1)C1CCN(S(=O)(=O)c2cccs2)CC1 | -7
COc1ccc(C(=O)NC(C)c2nc3ccccc3[nH]2)cc1OC (stereo unspecified) | 0
COc1ccc(C2NC(=O)c3c(sc4c3CCN(C)C4)N2)c(OC)c1 (stereo unspecified) | -139
Cc1nc(SCc2nnc(-c3ccc([N+](=O)[O-])cc3)o2)c(C#N)c(C)c1C | -3
COc1ccc(Oc2c(C(F)(F)F)oc3cc(OC(C)C(=O)OC(C)C)ccc3c2=O)cc1 (stereo unspecified) | -13
COc1ccccc1NC(=O)C1Cc2ccccc2CN1S(=O)(=O)c1cccs1 (stereo unspecified) | -9
Cc1noc(C)c1CSCC(=O)N1CCN(c2ccc(F)cc2)CC1 | 0
Cc1cccc(C)c1NC(=O)c1cc(-c2cccs2)nc2ccccc12 | 3
COc1ccc(S(=O)(=O)N(CC(=O)Nc2cccc(C(F)(F)F)c2)c2ccc(Cl)cc2)cc1 | -6
Cc1ccc(C)c2[nH]c(=O)c(CN(CCN3CCCC3)C(=O)Nc3ccc(F)cc3)cc12 | -5
COc1ccc(S(=O)(=O)n2cnc(C)c2)cc1OC | -4
CC(C)(C)n1nc2c(c1NC(=O)c1ccc3ccccc3c1)CSC2 | -14
N#Cc1cc(N)c(Nc2ccccc2)cc1C#N | -8

Look-ups from the results shown:
Result of `CC(C)(C)n1nc2c(c1NC(=O)c1ccc3ccccc3c1)CSC2` under 14-3-3 PPI: -14
Result of `CCOc1ccc2cc(-c3csc(CC#N)n3)c(=O)oc2c1` under 14-3-3 PPI: -17
Result of `Cc1noc(C)c1CSCC(=O)N1CCN(c2ccc(F)cc2)CC1` under 14-3-3 PPI: 0
Result of `Cc1ccc(C)c2[nH]c(=O)c(CN(CCN3CCCC3)C(=O)Nc3ccc(F)cc3)cc12` under 14-3-3 PPI: -5
Result of `CCOc1ccc(-c2[nH]ncc2-c2ccc(OC)c(OC)c2)c(O)c1` under 14-3-3 PPI: -10
Result of `CCS(=O)(=O)N1CCN(c2ccc([N+](=O)[O-])c(NC3CC3)c2)CC1` under 14-3-3 PPI: 2
Result of `CCC(C)Sc1nc2c([nH]c3ccccc32)c(=O)n1C` (stereo unspecified) under 14-3-3 PPI: -3

Additional entries.
Molecule | 14-3-3 PPI
O=C(CSc1oc(-c2cccs2)nc1S(=O)(=O)c1ccccc1)c1ccccc1 | -162
COc1ccc(S(=O)(=O)N(CC(=O)Nc2ccc3c(c2)OCO3)c2ccc(Cl)cc2)cc1 | -12
CCCN1Cc2cccc(C(=O)Nc3ccc(CN4CCCC4)cc3)c2C1=O | -4
Cc1ccc(C2c3sc(=O)[nH]c3SC3C(=O)NC(=O)C32)cc1 (stereo unspecified) | -1&-5
CC1=C(C(=O)OCCc2ccccc2)C(c2ccc(C)cc2)C2=C(CCCC2=O)N1 (stereo unspecified) | -5
Cc1nc2ccc(N3C(=O)CCC3=O)cc2[nH]1 | 0
O=C(Cn1c(=O)c2sccc2n(CC(=O)Nc2ccc(Br)cc2)c1=O)NCc1ccco1 | -5
COC(=O)c1ccc(OCC(O)CN2C(=O)NC(C)(C)C2=O)cc1 (stereo unspecified) | 3
CCOC(=O)NC(=O)CSc1nc2ccc(OCC)cc2[nH]1 | 4
COc1cccc(OC)c1/C(O)=C(\C#N)c1nc2ccccc2[nH]1 | -3
CCc1ccccc1NC(=O)c1ccc(F)c(S(=O)(=O)N2CCC(C)CC2)c1 | 2
Cc1ccc(Cl)cc1NC(=O)COc1cc(C)c(Cl)c(C)c1 | -7
COc1cc2c(cc1OC)C(C(=O)NCCN(C)C)C1c3ccccc3CCN1C2=O (stereo unspecified) | 2
CC(=O)C1=C(O)C(=O)N(CCC(=O)O)C1c1ccccc1[N+](=O)[O-] (stereo unspecified) | -2
Cc1cc(C)c(NC(=O)c2ccc(S(=O)(=O)N(C)C)cc2)c(C)n1 | 4
CCOC(=O)c1c(C)n(OCc2ccccc2)c2ccc3c(no[n+]3[O-])c12 | 2
CCn1ccnc1C(O)c1ccc(N(C)C)cc1 (stereo unspecified) | -1
Cc1ccc(-n2ncc3c(=O)[nH]c(SCC(=O)Nc4ccccc4C(F)(F)F)nc32)cc1C | 1
Cc1ccc(C)c(C(=O)NC2CC(C)(C)NC(C)(C)C2)c1 | -8
Cc1cc(NC(=O)CCS(=O)(=O)c2ccc(Cl)cc2)n[nH]1 | 2
Cc1nc2ccc3nc(NC(=O)c4ccccc4C)sc3c2s1 | -31
CCN(Cc1ccccc1)c1ncnc2sc(C)cc12 | 1
COc1ccc2nc3sc(C(=O)N4CCN(c5ccc([N+](=O)[O-])cc5)CC4)cc3cc2c1 | -12
CCc1ccc(CNC(=O)CN2N=C(c3ccc(Cl)cc3)CCC2=O)cc1 | -3
O=C(CSCc1ccccc1F)N1CCc2ccccc21 | 0
COc1cccc(N2CCN(c3ncnc4c3[nH]c3ccc(F)cc34)CC2C)c1 (stereo unspecified) | 5
COc1cccc(C(=O)CN2CCN(S(=O)(=O)c3ccc(F)cc3)CC2)c1 | -2
COc1ccc(S(=O)(=O)N2C3CCC2CC(NC(=O)C2CC2)C3)cc1 (stereo unspecified) | -3
Cc1ccc(C(=O)CSc2nnc(CNc3nc(-c4ccccc4)cs3)n2C)cc1 | -8
CCc1ccc2oc(-c3ccc(NC(=O)c4cncc(Br)c4)cc3)nc2c1 | -104
O=C(Nc1ccc2c(c1)OCCO2)C1CCN(S(=O)(=O)c2cccs2)CC1 | 2&-8
COc1cccc(N=Cc2cc([N+](=O)[O-])ccc2O)c1 | -25
CC(C)(C)c1ccc(C(=O)CC2(O)C(=O)N(Cc3ccccc3)c3ccc(Cl)cc32)cc1 (stereo unspecified) | -14
Cc1ccc2nc3c(cc(C#N)c(=N)n3CC3CCCO3)c(=O)n2c1 (stereo unspecified) | -8
Cc1ccc(-c2cc(C(F)(F)F)n3nc(C(=O)N4CCN5CCCC5C4)c(Cl)c3n2)cc1 (stereo unspecified) | -19
O=C(Cn1cnc2c(nnn2Cc2ccc(F)cc2)c1=O)N1CCCc2ccccc21 | 1
CCOc1cc2[nH]c(=O)n(CCCC(=O)N3CCCC3)c(=O)c2cc1OCC | 2
O=C(O)c1ccc(Cl)c(S(=O)(=O)N2CCCCCC2)c1 | 3
Cc1ccc2nc(-c3ccc(NC(=O)Cc4ccccc4)cc3)sc2c1 | -4
CCOc1cccc(C2CC(c3ccc(C)cc3)=NC(c3ccc(C(=O)OC)cc3)N2)c1O (stereo unspecified) | 1
Cc1cccc(C)c1NC(=O)Cn1cnc2c(=O)n(C)c(=O)n(C)c21 | -4
CC1C(c2ccccc2)N(C)C(c2ccccc2)CC1(O)c1ccc(F)cc1 (stereo unspecified) | -6
CN1CCN(CCNC(=O)c2cc3c(=O)n(C)c4ccccc4c3n2C)CC1 | 0
Cn1c(SCC(=O)c2ccc(F)cc2)nnc1-c1cnccn1 | -1
CN(C)CCNC(=O)CN1C(=O)COc2ccccc21 | -7
COc1ccc(-n2nc(C(=O)NCc3ccco3)c3c4ccccc4n(C)c3c2=O)cc1 | -3
CCOC(=O)c1cnc2c(Cl)cccc2c1Nc1ccccc1OC | -13
CCN(CC)c1nc(SC)nc(Cl)c1Cc1ccc(OC)cc1 | 2
COc1ccc(N2CC(C(=O)Nc3ccc([N+](=O)[O-])cc3Br)CC2=O)cc1 (stereo unspecified) | -9
NS(=O)(=O)c1ccc(NC(=O)CSc2nnc(-c3cnccn3)n2-c2ccccc2)cc1 | -2
CC(=O)OC(C#CCN1CCOCC1)c1ccccc1 (stereo unspecified) | 2
COc1ccc(CNC(=O)C(C)OC(=O)c2cccn2C)cc1 (stereo unspecified) | 0
NC(=O)C1(c2ccccc2)CCCN1C(=O)c1ccco1 (stereo unspecified) | -9
Cc1ccc(C(=O)OCCN2C(=O)c3cccc4c(N5CCCCC5)ccc(c34)C2=O)cc1 | -90
Cc1ccc(-c2nnc(Nc3ccccc3)c3ccccc23)cc1S(=O)(=O)N1CCCCC1 | -4
C=CCNC(=O)CN1C(=O)C(CC)Oc2ccccc21 (stereo unspecified) | 20
CC(C(=O)N=c1sc2ccccc2n1C)N1C(=O)C2CC=CCC2C1=O (stereo unspecified) | -7
Cc1ccc(-c2noc(CN(C(=O)c3cccc(Br)c3)C(C)C)n2)cc1 | 5
CCCn1c(=N)n(CC(O)COc2cccc(C)c2)c2ccccc21 (stereo unspecified) | -11
Cc1cccn2c(=O)c3cc(C(=O)N4CC(C)OC(C)C4)sc3nc12 (stereo unspecified) | -2

(further entries)
Molecule | 14-3-3 PPI
CCCN(C(=O)c1ccccc1N)c1c(C)n(C)n(-c2ccccc2)c1=O | -2
CCCSC(=Nc1ccc(OC)cc1)NC#N | 4
Cc1ccc(C)c(N2CCN(C(=O)c3ccc(S(=O)(=O)c4ccccc4Cl)c([N+](=O)[O-])c3)CC2)c1 | 2
Brc1c(CSc2nncn2-c2ccccc2)nc2ncccn12 | -4

Sorted by number of heavy atoms (lowest first): part of the list above.
Molecule | 14-3-3 PPI
CCCSC(=Nc1ccc(OC)cc1)NC#N | 4
Cc1cccn2c(=O)c3cc(C(=O)N4CC(C)OC(C)C4)sc3nc12 (stereo unspecified) | -2
Cc1ccc(C)c(N2CCN(C(=O)c3ccc(S(=O)(=O)c4ccccc4Cl)c([N+](=O)[O-])c3)CC2)c1 | 2

Only part of the results is shown; count on the stated rates, not on these rows.
